Assay outcomes deposited in PubChem by several laboratories.
ssDAF-12 act – S. stercoralis DAF-12 activation, primary screen; 370,000 tested, 1% active; activation, % at 6.8 µM; HEK293 ssDAF-12/GRIP1 lit1-tk-luc reporter, luminescence; % of 3 µM dafachronic acid response; AID 652126;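 active = activation above the mean over all tested compounds plus 3 SD, cut at about 0.9% in these data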;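 note: 0% = DMSO-only wells and 100% = 3 µM delta7-dafachronic acid wells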
HGIII-sPLA2 inh – Blocks human group III sPLA2 activity | Q9NZ20 | QFRET BODIPY PC-A2 liposome hydrolysis, fluorescence | inhibition, % at 12.2 µM | 370,000 tested, 0.56% active;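 active = inhibition above mean plus 3 SD of compounds lying within the high and low control bounds, cut at about 19% in these data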;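 note: 0% = median of test compound wells and 100% = no enzyme DMSO wells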
Target sequence (Q9NZ20 whole entry, looked up): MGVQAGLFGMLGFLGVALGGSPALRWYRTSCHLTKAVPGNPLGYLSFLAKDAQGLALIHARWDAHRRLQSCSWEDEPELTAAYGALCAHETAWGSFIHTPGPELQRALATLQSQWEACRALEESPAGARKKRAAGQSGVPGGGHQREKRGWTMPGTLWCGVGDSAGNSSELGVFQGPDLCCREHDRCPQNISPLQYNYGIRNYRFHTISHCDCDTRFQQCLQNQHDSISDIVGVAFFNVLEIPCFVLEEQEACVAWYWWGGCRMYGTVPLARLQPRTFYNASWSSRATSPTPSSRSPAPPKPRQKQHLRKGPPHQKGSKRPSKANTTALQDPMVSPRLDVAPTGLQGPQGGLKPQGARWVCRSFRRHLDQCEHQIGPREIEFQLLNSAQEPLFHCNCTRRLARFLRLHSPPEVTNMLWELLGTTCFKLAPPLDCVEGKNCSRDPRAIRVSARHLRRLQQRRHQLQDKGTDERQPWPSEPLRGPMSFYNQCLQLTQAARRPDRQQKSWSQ
FXN GAA850 act – frataxin GAA850 promoter activation. AID 540364. 360,000 tested, 0.56% active. activation, % at 6 µM. HEK293 lucGAA850 FXN promoter luciferase reporter, 24 h; percent of 10 µM SAHA response;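 active = activation above the average of all compounds screened plus 3 SD, cutoff fixed separately per campaign, cut at about 7.5% in these data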;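 note: 0% = DMSO wells and 100% = 10 µM SAHA wells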
SMARCA2 activ – activators of SMARCA2 function | AID 652017 | 370,000 tested, 1% active | MG213 cells, MMTV-luciferase reporter, dexamethasone, overnight | activation, % at 9.1 µM; in the data active = activation above about 7.8%;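 note: 0% = vehicle wells and 100% = reference activator wells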
NPR1 activator – GC-A (human) enzyme activation | P16066 | HEK293 GC-A cells, cGMP TR-FRET, EC30 ANP; 0% at EC30 ANP, 100% saturating ANP | activation, % at 10 µM | 370,000 tested, 0.14% active; in the data active = activation above about 40%
hgDAF-12 ag – activates the H. glycines DAF-12 receptor ligand-binding domain | HEK293 GAL4-hgDAF12 UAS-luciferase reporter, agonist luminescence; normalized to butyrate control | activation, % at 6.8 µM | AID 687014 | 370,000 tested, 1.8% active;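 active = activation above a cutoff set at the mean of all screened compounds plus 3 SD, cut at about 10% in these data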;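 note: 0% = DMSO wells and 100% = sodium butyrate wells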
GC-B act – GC-B (human) receptor activation | activation, % at 10 µM | HEK293-GC-B cells, CNP EC30, cGMP TR-FRET; 0% at EC30 CNP, 100% saturating CNP | P20594 | 370,000 tested, 0.11% active;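 active = activation at 10 µM reaching about 35% in either raw or pattern-adjusted values, limit read from the data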
DAX1 inh-1 – inhibits human nuclear receptor DAX1. AID 504766. HEK293 Gal4-DAX1 luciferase reporter, luminescence. inhibition, % at 6.75 µM. 340,000 tested, 0.99% active. P51843;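 active = inhibition above the mean over all tested compounds plus 3 SD, cut at about 4.2% in these data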;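 note: 0% = DAX1-transfected cells with DMSO and 100% = empty-vector control cells with DMSO; inhibition shows as a rise in luminescence from relieved DAX1 repression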
Target sequence (P51843 207-470 limits assumed): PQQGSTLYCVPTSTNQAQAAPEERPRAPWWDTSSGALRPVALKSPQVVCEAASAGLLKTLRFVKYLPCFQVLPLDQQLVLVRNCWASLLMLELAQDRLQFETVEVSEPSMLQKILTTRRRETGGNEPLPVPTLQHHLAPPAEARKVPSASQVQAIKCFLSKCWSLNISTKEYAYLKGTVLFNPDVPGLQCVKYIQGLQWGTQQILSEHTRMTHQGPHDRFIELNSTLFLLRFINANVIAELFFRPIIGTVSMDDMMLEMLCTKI
hcDAF12 agonist – activators of H. contortus DAF-12 nuclear receptor; HEK293 hcDAF-12 lit1-tk-luc reporter, luminescence; 0% DMSO, 100% Δ7-dafachronic acid; activation, % at 6.8 µM; 370,000 tested, 1.4% active;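 active = activation above the mean of all tested compounds plus 3 SD, cut at about 5.5% in these data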;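 note: 100% = response to 3 µM Δ7-dafachronic acid high control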
DAX1 inh-2 – blocks DAX1 repression of SF-1 activated StAR promoter; HEK293T StAR-luciferase reporter, SF-1/DAX-1 repression relief; inhibition, % at 6.8 µM; 370,000 tested, 1.1% active; AID 652010;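 active = inhibition above the mean over all tested compounds plus 3 SD, cut at about 3.6% in these data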;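 note: 0% = DAX-1 cells with DMSO and 100% = cells lacking DAX-1 with DMSO; higher inhibition means more luminescence from relief of DAX-1 repression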
KLK7 zymogen act – activators of human kallikrein-7 zymogen; 370,000 tested, 0.9% active; activation, % at 7 µM; purified proKLK7, EDANS-DABCYL substrate fluorescence; 100% is mature enzyme control, 0% vehicle; P49862; AID 652039;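 active = activation above the mean of all tested compounds plus 3 SD, computed per campaign excluding outliers beyond control limits, cut at about 13% in these data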
Target sequence (P49862 whole entry, looked up): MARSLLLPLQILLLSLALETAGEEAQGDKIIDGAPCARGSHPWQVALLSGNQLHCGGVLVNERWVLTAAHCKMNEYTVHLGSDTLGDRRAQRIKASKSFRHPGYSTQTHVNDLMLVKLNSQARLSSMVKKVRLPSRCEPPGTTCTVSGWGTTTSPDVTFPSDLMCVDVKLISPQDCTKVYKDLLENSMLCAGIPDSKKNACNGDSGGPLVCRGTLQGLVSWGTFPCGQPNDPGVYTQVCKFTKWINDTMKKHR
An asterisk follows results filed as active; / = no result given.

SMILES | ssDAF-12 act | HGIII-sPLA2 inh | FXN GAA850 act | SMARCA2 activ | NPR1 activator | hgDAF-12 ag | GC-B act | DAX1 inh-1 | hcDAF12 agonist | DAX1 inh-2 | KLK7 zymogen act
CCOC(=O)c1c(C)oc2c1c(CN1CCN(C(=O)OCC)CC1)c(O)c1ccccc12 | 0.7 | -3 | 1.5 | 3 | 21 | 13* | -3 | 1.3 | 8.6* | 1.9 | 2.1
COc1ccc(-c2cc(C(=O)NC3CCCC3)c3ccccc3n2)cc1 | -1.6 | 0 | 1.3 | -1 | 2 | -1.6 | -2 | 0.0 | 1.6 | -0.3 | -35
CC(C(=O)O)n1ncc2ccccc2c1=O (configuration not stated) | -1.8 | 13 | 2.0 | -5 | -5 | -2.7 | -4 | 0.3 | -0.8 | -0.4 | 0.3
COc1ccc(OCc2nnnn2-c2ccccc2)cc1 | -1.1 | -6 | -0.9 | -1 | -2 | -0.1 | 4 | -0.6 | -1.6 | -0.2 | -0.1
Cc1ccc(NC(=O)C2CC(=O)Nc3nc4ccccc4n32)c(C)c1 (configuration not stated) | -1.1 | -3 | -2.8 | -1 | -4 | 2.2 | 1 | 0.7 | 1.8 | 0.5 | -0.1
CCn1ncc([C@@H]2C[C@H]3CN(Cc4cccc(Cl)c4)C(=O)[C@]34CCCN24)c1C | -1.4 | 4 | 2.5 | -4 | -2 | 1.8 | -3 | / | -2.5 | 1.6 | 0.6
Cc1ccc(S(=O)(=O)N2CCN(Cc3nc4sc(C)c(C)c4c(=O)[nH]3)CC2)cc1 | -0.8 | 4 | 0.2 | 0 | -3 | 0.1 | -12 | 0.0 | -0.7 | 0.1 | 0.5
COC(=O)C1=C(C)N(C2CCCC2)C(=O)C1(NC(C)=O)C(F)(F)F (configuration not stated) | -0.6 | 5 | -0.3 | 0 | -1 | -0.9 | 1 | -1.2 | 0.6 | 0.0 | 0.8
O=C1CCCC2=C1C(c1ccccc1O)C1=C(CCCC1=O)O2 | -1.5 | 1 | 2.4 | 1 | 5 | -1.0 | 5 | 0.9 | -0.2 | -0.1 | 0.0
C/C(=N/NC(=O)CNC(=O)Cc1ccc(Cl)cc1)c1ccco1 | -1.5 | -11 | 0.6 | -2 | -3 | 1.2 | 1 | / | 0.2 | -0.5 | 0.1
CCS(=O)(=O)C1=NN2C(=N)/C(=C\c3ccc(OC(=O)c4ccco4)cc3)C(=O)N=C2S1 | -0.3 | 0 | 0.8 | 1 | 1 | 1.5 | 2 | -0.2 | 2.5 | 0.1 | 0.1
CCN(CC)S(=O)(=O)c1cccc(NC(=O)COC(=O)c2cc(C)oc2C)c1 | -1.3 | -47 | 1.2 | -5 | 2 | -1.5 | 2 | -1.1 | 0.2 | -0.8 | -0.6
Cc1ccccc1NC(=O)N1CCC(C(=O)c2ccc(F)cc2)CC1 | -1.1 | -4 | 0.7 | -4 | 7 | 3.6 | -2 | 4.1 | -1.0 | 0.6 | -0.2
O=C(Cn1c(NCCO)nc2ccccc21)c1ccco1 | -1.2 | -10 | 1.7 | 1 | 2 | 2.1 | 4 | -1.2 | 2.8 | 0.0 | 0.2
Cc1ccc(NC(=O)C(OC(=O)c2cc(C)oc2C)c2ccccc2)cc1 (configuration not stated) | 0.0 | -31 | 0.4 | -2 | -4 | -0.1 | 2 | -1.1 | -0.6 | -0.4 | -0.3
COc1ccc(CN2C(=O)c3ccccc3C2C(=O)NCCc2ccccc2)c(OC)c1 (configuration not stated) | -0.4 | -1 | -1.7 | 4 | -17 | -2.8 | -11 | -0.5 | -1.0 | -0.2 | 0.1
CCN1CCN(C(=O)c2ccc(Cl)c(S(=O)(=O)N(C)c3ccccc3)c2)CC1 | -0.8 | 3 | 1.3 | 0 | 1 | -0.6 | 0 | 6.0* | -0.4 | 0.3 | 0.1
Cc1ccc(S(=O)(=O)N2CCOCC2)s1 | -0.4 | 2 | 1.4 | -1 | 0 | 1.5 | -1 | 0.0 | 0.9 | 0.9 | 0.1
O=C(O/N=C\c1ccc(N2CCOCC2)c([N+](=O)[O-])c1)c1ccccc1Cl | -1.6 | 4 | -1.7 | 0 | 10 | -1.7 | -4 | -0.7 | -0.1 | -0.3 | 0.0
c1ccc(CSc2nnc(-c3ccco3)o2)cc1 | -1.3 | -1 | 2.2 | 2 | 0 | 5.8 | -3 | 4.2 | 4.3 | 1.0 | 0.1

Looked up above.
`CCOC(=O)c1c(C)oc2c1c(CN1CCN(C(=O)OCC)CC1)c(O)c1ccccc12` | GC-B act: -3
`CCN(CC)S(=O)(=O)c1cccc(NC(=O)COC(=O)c2cc(C)oc2C)c1` | hcDAF12 agonist: 0.2

Part of the list above, comma-delimited:
canonical_smiles,ssDAF-12 act,HGIII-sPLA2 inh,FXN GAA850 act,SMARCA2 activ,NPR1 activator,hgDAF-12 ag,GC-B act,DAX1 inh-1,hcDAF12 agonist,DAX1 inh-2,KLK7 zymogen act
COc1ccc(CN2C(=O)c3ccccc3C2C(=O)NCCc2ccccc2)c(OC)c1 (configuration not stated),-0.4,-1,-1.7,4,-17,-2.8,-11,-0.5,-1.0,-0.2,0.1
CCN1CCN(C(=O)c2ccc(Cl)c(S(=O)(=O)N(C)c3ccccc3)c2)CC1,-0.8,3,1.3,0,1,-0.6,0,6.0*,-0.4,0.3,0.1
Cc1ccc(S(=O)(=O)N2CCOCC2)s1,-0.4,2,1.4,-1,0,1.5,-1,0.0,0.9,0.9,0.1

Continued:
SMILES | ssDAF-12 act | HGIII-sPLA2 inh | FXN GAA850 act | SMARCA2 activ | NPR1 activator | hgDAF-12 ag | GC-B act | DAX1 inh-1 | hcDAF12 agonist | DAX1 inh-2 | KLK7 zymogen act
CCOc1cc2c(cc1C(C)(C)C)NC(=O)CS2 | -0.9 | 4 | -1.4 | 0 | -2 | 2.7 | 1 | -0.6 | 0.7 | -0.6 | 0.2
O=C(CCC(=O)c1cccs1)NNC(=O)c1cccc(Cl)c1 | -1.0 | -6 | 0.9 | 0 | -1 | 3.4 | 2 | 0.0 | -0.3 | 2.3 | -0.2
CN(C)S(=O)(=O)c1cccc(C(=O)NCCOC(=O)c2cc(F)c(F)cc2Cl)c1 | -1.4 | -7 | 0.6 | -1 | -1 | -0.7 | -5 | 0.8 | -1.8 | 0.1 | -0.2
CCS(=O)(=O)N1CCC(C(=O)NCCCN2CCC(Cc3ccccc3)CC2)CC1 | -1.2 | 1 | 1.9 | -2 | 2 | 0.1 | 1 | -0.8 | -0.4 | -0.1 | 0.4
Cc1ccc(C)c(NC(=S)NC2CC3CCCC(C2)N3CC(C)C)c1 (configuration not stated) | -1.3 | 7 | -0.1 | -2 | -2 | -1.9 | 0 | 0.1 | -1.8 | -0.8 | -0.3
CC(C)n1c(-c2ccc(N(C)C)cc2)nc2ccccc21 | 0.6 | 11 | 4.2 | 3 | 0 | 16* | -2 | 0.7 | 5.8* | 3.2 | 3.2
Fc1ccc(Oc2nc(-c3ccccn3)nc3ccccc23)cc1 | -1.0 | 6 | 4.6 | 9.0* | -16 | 4.3 | 3 | / | 0.4 | 0.2 | 0.2
CC(C)CCNC(=O)CCCn1c(=O)[nH]c2ccc(Br)cc2c1=O | -1.1 | 4 | 1.5 | -2 | -6 | -0.1 | -13 | 0.0 | -1.6 | 0.9 | 0.2
O=C(Cn1c2ccc(F)cc2c2nc3n(c(=O)c21)CCS3)NCC1CCCO1 (configuration not stated) | -1.4 | 2 | -0.2 | -2 | 0 | 0.3 | 0 | -0.8 | -1.8 | -0.5 | 0.5
Cc1cccc(N=C/C(C(=O)C(F)(F)F)=C(\O)c2ccco2)c1 | -0.1 | -3 | 3.9 | 6 | 3 | 4.7 | 3 | 1.1 | 3.0 | 2.0 | 3.3
Fc1ccc(-c2cnc(-c3cccs3)o2)cc1 | -0.7 | -6 | 6.3 | 9.2* | 0 | 9.2 | -9 | 0.7 | 1.8 | 2.2 | -9.5
O=C(CN1CCN(C(=O)N2CCOCC2)CC1)Nc1cc(Cl)ccc1Cl | -1.2 | 2 | -0.3 | -1 | -1 | -1.1 | -6 | -1.9 | -1.5 | 0.1 | 0.1
CCn1c(=O)c2sccc2n2c(CCCC(=O)NCc3cccnc3)nnc12 | -0.3 | 3 | 1.7 | -1 | 3 | 1.2 | 3 | -1.1 | -2.0 | -0.3 | 0.5
O=C1NC(=O)/C(=C\c2ccccc2OCc2ccccc2)S1 | -1.3 | -62 | -0.1 | -2 | -3 | -1.0 | -5 | 1.5 | -0.1 | 0.3 | -0.3
CSCC[C@@H](CO)NC(=O)c1ccc2nc(C3CCCCC3)oc2c1 | -0.4 | -1 | -2.6 | 1 | 6 | -0.3 | 5 | 0.8 | 0.5 | -0.6 | 0.2
COCCNc1c2c(nc3ccccc13)CCC2 | -0.5 | 3 | 0.5 | 1 | 9 | 0.1 | 2 | -0.6 | -3.4 | 0.4 | 1.1
Cc1nc(-c2ccccc2)sc1C(=O)CSc1ccc(F)cc1 | -0.1 | -31 | 3.7 | 2 | 1 | -1.5 | -2 | -0.7 | -1.4 | 0.1 | 0.2
CC(Oc1ccccc1)c1nnc(N)s1 (configuration not stated) | -1.3 | 3 | 1.2 | 0 | 0 | -1.1 | 5 | 0.4 | -0.7 | 0.3 | -0.3
Cc1cc(NC(=O)c2cc3ccccc3o2)no1 | -0.6 | 4 | 3.0 | 4 | -5 | 4.8 | -3 | 0.1 | -0.5 | 1.1 | 0.2
Cc1c(-n2cc(C(=O)O)c(=O)c3cc(F)c(N4CCCC4)c(F)c32)c(=O)n(-c2ccccc2)n1C | -1.3 | -4 | 0.4 | 0 | 2 | -0.7 | -1 | 0.4 | -2.1 | 0.2 | -0.2
Cc1cc(C(=O)COC(=O)CCCN2C(=O)c3ccccc3C2=O)c(C)n1C | -1.2 | -2 | 1.0 | -3 | 5 | -0.1 | -3 | 2.0 | -2.0 | -0.4 | -0.2
Cc1ccc(-n2c(SCC(N)=O)nc3c(c2=O)C2(CCCC2)Cc2ccccc2-3)cc1 | -0.8 | -10 | -7.0 | 8.0* | 5 | -1.5 | 10 | -2.9 | -0.3 | -0.3 | 0.2
CCCNC(=O)NS(=O)(=O)c1cnccc1Sc1ccc(Cl)cc1 | -0.8 | 2 | 0.1 | 0 | 2 | -2.2 | 0 | -0.1 | -0.5 | -0.8 | 0.2
COc1ccc(-c2ccccc2[C@H]2[C@@H]3C=CC[C@@H](C)[C@@H]3C(=O)N2Cc2ccccc2)cc1 | -1.9 | 10 | 1.0 | -7 | -12 | -0.8 | -4 | -1.4 | -2.2 | -1.2 | 0.5
O=C(Nc1ccc(F)cc1)C(c1ccccc1)N1CCN(S(=O)(=O)c2c(F)cccc2F)CC1 (configuration not stated) | -0.8 | -13 | -1.8 | -1 | -7 | -3.5 | -5 | -1.9 | -2.9 | -0.8 | -0.6
COc1ccc(CC(=O)NC(=S)Nc2cccc(C)c2)cc1 | -0.7 | -4 | 2.1 | 4 | 2 | -0.4 | 0 | 2.3 | -0.4 | 1.1 | 0.3
COc1ccc(Nc2nnc(Cc3ccc(Cl)cc3)c(=O)[nH]2)c(OC)c1 | -1.0 | -1 | 0.6 | -1 | 6 | 1.4 | 2 | -0.4 | -2.1 | -0.6 | 0.0
